# Screens: PubChem, several laboratories
# E coli growth: E. coli V3065 growth inhibition, primary screen, counter-screen for AddAB inhibitor project, absorbance, OD600; 18 h; inhibition, % at 11.9 µM; 330,000 tested, 0.27% active; AID 449728, 2010;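 active means inhibition above the campaign's mean inhibition across all tested compounds plus 3 SD, cut at about 9.9% in these data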;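 further: uninfected addAB+ strain grown without phage in ampicillin broth; 0% = DMSO wells and 100% = ciprofloxacin 0.95 µg/ml wells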
# HTR5A inv ag: HTR5A inverse agonists in luminescence cell assay, primary screen, counter-screen for OPRM1-OPRD1 heterodimer inverse agonist project, full-deck HTS. 340,000 tested, 0.083% active. inhibition, % at 9.3 µM. AID 504634, 2011. HTR5A cell line, inverse agonism. 5-hydroxytryptamine receptor 5A (Homo sapiens), P47898; in the data active means inhibition mostly above about 23%, no sharp cut-off; inactive means mostly below about 18%;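 further: 0% = cells with DMSO and 100% = no-cell wells with DMSO; some compounds called inactive have numbers as strong as hits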
# Target sequence (P47898 whole entry, looked up): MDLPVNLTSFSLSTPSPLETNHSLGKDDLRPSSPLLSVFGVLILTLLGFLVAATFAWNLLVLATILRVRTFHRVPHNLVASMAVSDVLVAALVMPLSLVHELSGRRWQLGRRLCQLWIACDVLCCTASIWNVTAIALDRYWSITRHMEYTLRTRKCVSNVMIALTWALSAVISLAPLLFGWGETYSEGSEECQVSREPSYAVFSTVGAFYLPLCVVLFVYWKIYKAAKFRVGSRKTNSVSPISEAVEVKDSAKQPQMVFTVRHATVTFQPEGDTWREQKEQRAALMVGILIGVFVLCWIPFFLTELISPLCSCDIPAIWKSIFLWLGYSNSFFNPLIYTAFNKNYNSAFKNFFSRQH
# HTR5A ag: HTR5A agonists in luminescence cell assay, primary screen, counter-screen for OPRM1-OPRD1 heterodimer agonist project, full-deck HTS; 5-hydroxytryptamine receptor 5A (Homo sapiens), P47898; cell-based; activation, % at 9.3 µM; 340,000 tested, 0.61% active; in the data active means activation mostly above about 9.5%, no sharp cut-off; inactive means mostly below about 7.6%;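 further: 0% = cells with vehicle only and 100% = reference agonist; strong numbers were not always called active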
# PKA-R1A act: activators of PKA-R1A holoenzyme, primary screen, biochemical, fluorescence polarization, Cy5-IP20, bovine R1A, mouse PKAc | activation, % at 11.4 µM | PKA-R1A dissociation; scaled: DMSO 0%, 113 µM cGMP 100% | 340,000 tested, 0.083% active | cAMP-dependent protein kinase type I-alpha regulatory subunit (Bos taurus) + …;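 active means percent activation above the mean of all tested compounds plus 3 SD, cut at about 19% in these data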;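 further: higher means more PKAc released from R1A so a rise in polarization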
# CDK5 inh: inhibitors of human CDK5/p35 kinase, primary screen, biochemical, single concentration. inhibition, % at 10 µM. Recombinant CDK5/p35, ADP-Glo luminescence, 60 min. 330,000 tested, 0.01% active. Cyclin-dependent kinase 5 (Homo sapiens) + Cyclin-dependent kinase 5 activator 1 (Homo …. AID 488839, 2010;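 active means highest replicate inhibition of at least 50% and at least 75% of replicates reaching 50%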;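 further: plate controls were DMSO neutral control for no effect and GW8510 at 10 µM for full effect; many of its hits are not listed in these tables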
# Target sequence (Q00535 whole entry, looked up): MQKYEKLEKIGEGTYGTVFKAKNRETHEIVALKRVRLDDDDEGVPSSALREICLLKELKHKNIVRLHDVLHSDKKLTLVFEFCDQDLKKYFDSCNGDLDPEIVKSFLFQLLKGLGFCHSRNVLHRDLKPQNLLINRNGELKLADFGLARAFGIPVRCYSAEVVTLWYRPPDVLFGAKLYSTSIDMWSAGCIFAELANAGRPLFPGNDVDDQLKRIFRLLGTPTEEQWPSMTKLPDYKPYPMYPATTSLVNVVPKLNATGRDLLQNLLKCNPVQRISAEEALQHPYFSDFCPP
# Target sequence (Q15078 whole entry, looked up): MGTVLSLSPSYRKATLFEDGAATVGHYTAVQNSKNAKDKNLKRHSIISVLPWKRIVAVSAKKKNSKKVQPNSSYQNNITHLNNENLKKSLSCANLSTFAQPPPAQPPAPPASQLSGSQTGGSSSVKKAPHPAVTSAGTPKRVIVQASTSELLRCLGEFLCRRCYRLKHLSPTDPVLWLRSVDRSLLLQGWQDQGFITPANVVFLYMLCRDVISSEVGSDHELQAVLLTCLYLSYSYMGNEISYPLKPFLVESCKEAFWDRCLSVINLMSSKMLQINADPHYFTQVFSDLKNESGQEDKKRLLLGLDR
# SUMO Mot1 rescue: yeast Mot1-301 growth rescue at high temperature, primary screen, SUMOylation pathway inhibitor project, S. cerevisiae, ATP luminescence, 38.5C; AID 2716, 2010; 320,000 tested, 1% active; growth rescue, % at 18.8 µM; S. cerevisiae Mot1-301 growth rescue; percent above DMSO median, 100 means doubled;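 active means every valid replicate shows activation above 250% relative to neutral control wells; inactive means the rest, any valid replicate at or below 250%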;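 further: OY570 slx delta 5 strain wells were the positive control but not used for scaling; some compounds called inactive have numbers as strong as hits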
# Tat export inh: E. coli Tat export inhibitors, primary screen, MC4100, TorA-mCherry reporter, fluorescence, single point; 340,000 tested, 0.036% active; AID 488895, 2010; inhibition, % at 10 µM;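 active means mean replicate inhibition at least 50% and at least half of replicates individually reaching 50%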;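 further: exported cargo escapes ClpAP degradation while cytoplasmic cargo is degraded and loses fluorescence; 0% = median of neutral control wells and 100% = median of NaSCN control wells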
# phage Ecoli inh: growth loss of phage-infected E. coli, primary screen, RecBCD inhibitor project, absorbance, with phage, HTS; inhibition, % at 11.9 µM; 360,000 tested, 0.26% active; in the data active means inhibition above about 11%
# AddAB inh: growth inhibition of E. coli expressing H. pylori AddAB, primary screen, AddAB inhibitor project, absorbance; AID 435030, 2010; 330,000 tested, 0.29% active; inhibition, % at 11.9 µM; in the data active means inhibition above about 12%;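 further: 0% = vehicle wells of infected cells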
# DAGLB inhibitor: DAGLB lipase inhibitors, primary screen, biochemical, fluorescence, HTS; HEK293T DAGLB membrane lysate, EnzChek fluorogenic substrate; 340,000 tested, 0.059% active; Diacylglycerol lipase-beta (Homo sapiens), Q8NCG7; inhibition, % at 5.17 µM; in the data active means inhibition above about 34%;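 further: 0% = enzyme with vehicle and 100% = wells lacking enzyme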
# PKA-R2B activ: activators of PKA-R2B holoenzyme, primary screen, biochemical, fluorescence polarization, Cy5-IP20, human. activation, % at 11.4 µM. PKA-R2B holoenzyme dissociation; R2B truncated from residue 108, S112A mutant; 0% DMSO only, 100% 113 µM cGMP. 340,000 tested, 0.079% active. cAMP-dependent protein kinase catalytic subunit beta (Homo sapiens) + cAMP-dependent …;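 active means activation above a cutoff set at the mean over all compounds plus 3 SD, cut at about 18% in these data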;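 further: higher means more holoenzyme dissociation and a rise in polarization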
# Active calls of the source: *; / = not tested or not shown.
# Every second line gives: E coli growth, HTR5A inv ag, HTR5A ag, PKA-R1A act, CDK5 inh, SUMO Mot1 rescue, Tat export inh, phage Ecoli inh, AddAB inh, DAGLB inhibitor, PKA-R2B activ
Cc1ccc(NC(=O)CCCC(=O)O)c(-c2nc3ccccc3[nH]c2=O)c1
→ 1.0, -8, 2, -4, 0.5, -14, -3, 2.4, 3.4, -3, 1
COCCNC(=O)c1c[nH]c2ccc(S(=O)(=O)N3CCC4(CC3)OCCO4)cc2c1=O
→ /, 6, 0, 0, -2.5, /, -4, 0.5, /, -2, 4
CC(=NN(Cc1ccccc1)c1ccccc1)c1ccccc1
→ /, -13, 3, -1, 0.1, /, -4, 1.2, /, -9, 1
Cc1cc(C)c2c(NC(=O)C3CC3)nn(C)c2n1
→ 0.6, 10, -4, -4, -4.0, /, -5, 1.9, 1.0, 1, 1
CCOc1ccc(-n2c(C)nc3c(cnn3-c3ccc(Cl)cc3)c2=O)cc1
→ /, 6, -2, -2, -1.3, /, 4, 1.9, /, -2, -5
Cn1c(=O)oc2cc(S(=O)(=O)Nc3ccc(Cl)cc3)ccc21
→ 1.2, -23, -2, -11, -0.6, -17, -5, 1.7, 3.1, 2, -14
O=C(NNS(=O)(=O)c1ccccc1)c1cnn(-c2ccc(Cl)cc2)c1C(F)(F)F
→ 1.5, 2, -1, -17, -1.8, 3, -2, 0.7, 1.8, 0, -10
Cc1ccccc1C(=O)OC1CCCN(C)C1 (stereo unspecified)
→ -2.1, 2, 4, -1, -3.5, 40, 4, 3.7, 0.7, -1, 1
CC1=NN(c2ccccc2)C(=O)/C1=C\N1CC(C)OC(C)C1 (stereo unspecified)
→ -1.7, -18, 7, -4, -0.1, /, 6, 2.0, -1.5, -1, 0
O=C(N/N=C/c1ccc(OCCCF)cc1)c1ccc(C(F)(F)F)cc1
→ 1.7, 9, -3, 2, 0.9, 0, 7, 0.4, -2.4, -1, 2
CCOC(=O)c1nc(N)c(=O)n(-c2ccccc2)n1
→ 2.7, -13, 4, 9, 1.9, 13, 8, -1.5, 0.3, -3, 5
Cc1cccc(N2CCN(C(=O)c3ccc(CNc4c(N5CCC(C)CC5)c(=O)c4=O)cc3)CC2C)c1 (stereo unspecified)
→ 0.0, 0, 0, -7, 0.2, 21, -2, 1.0, -0.8, 1, -13
COc1ccc(C2CC(=O)C(C=NCCN3CCN(C(=S)Nc4ccccc4)CC3)=C(O)C2)cc1OC (stereo unspecified)
→ -1.9, /, /, /, -0.4, -22, -15, 4.3, -1.5, /, /
CC(C)Oc1ccc(/C(O)=C2/C(=O)C(=O)N(CCN(C)C)C2c2cccs2)cc1 (stereo unspecified)
→ -1.2, -3, 1, 5, 1.4, -5, 6, 2.0, 0.6, 3, -3
CCCCCOc1ccc(/C=N/NC(=O)c2nnn(-c3nonc3N)c2CN2CCCCCC2)cc1
→ -1.6, -22, 8, 0, -1.0, 4, 4, 0.3, 2.8, 2, -5
O=C(NC1CCCC1)C(c1ccco1)N(Cc1ccccc1)C(=O)c1csnn1 (stereo unspecified)
→ 1.4, 0, 0, -8, -0.8, 1, 0, 3.0, 0.3, 0, 4
O=C(CCNS(=O)(=O)c1ccc(Br)s1)NCc1ccccc1Cl
→ -0.9, 12, -5, -9, -1.0, 143, 0, 4.8, 0.7, -1, 3
NC(=O)c1nsc(C(=O)N(c2cccc(F)c2)C(C(=O)NC2CCCC2)c2ccc(O)cc2)c1N (stereo unspecified)
→ -0.1, 11, 0, -1, -1.0, 1, 1, 0.6, -0.2, 0, -1
O=C1CC(c2ccc(F)cc2)Sc2nc(C34CC5CC(CC(C5)C3)C4)nn21 (stereo unspecified)
→ -1.7, 2, -1, -7, 0.2, 18, -2, 1.5, -1.4, 0, 0
COc1ccc(Cl)cc1NC(=S)NCc1cccs1
→ 5.1, -27, 1, -10, -2.4, 24, -1, 1.3, 5.2, 0, -7
CC(=O)N1N=C(c2ccc(C)c([N+](=O)[O-])c2)OC1(C)C
→ -1.7, -9, 4, 3, 0.3, 54, -4, 3.2, -0.7, -1, 4
COc1ccc(CC(=O)NC2=NCCS2)cc1
→ -1.0, -18, -5, 7, -0.9, 198, -3, 1.6, 2.5, 0, -1
COc1ccc(C[C@H]2CN3C(=NC[C@H]3Cc3ccccc3)N2CCNC(=O)c2ccc(C)c(Br)c2)cc1
→ -1.1, -59, 8, 3, 0.9, -3, 17, /, 4.4, 4, -7
COc1ccccc1-c1noc(CCCC(=O)NC2CCCC2)n1
→ 1.3, 1, -3, -5, -0.3, -9, -4, -0.2, 0.7, 0, -6
COc1cccc2cc(CC(=O)c3ccccc3)c(=O)oc12
→ -0.9, 4, -1, -1, -0.9, 210, -15, 2.1, 0.0, 0, 1
Cc1ccc(CNC(=O)C2CCCN(C(=O)N(C)C)C2)cc1 (stereo unspecified)
→ 1.0, -32, 7, -9, 1.8, -1, -4, 3.5, 1.7, -1, -3
CCCCN1C(=O)C(=O)N(CC(=O)NC2CCCc3ccccc32)C1=O (stereo unspecified)
→ -1.5, -7, 3, -5, -4.0, -2, -7, 2.7, -0.9, 2, -10
Cc1ccc(-c2ccc(CCC(=O)O)n2CC2CCCO2)cc1 (stereo unspecified)
→ -0.4, -22, -3, 3, -2.0, 342, -7, -0.1, -1.3, 0, 4
COc1ccc(CNCC(O)(c2ccc(F)cc2)c2ccc(F)cc2)cc1OC
→ -2.7, 2, 0, 10, -0.4, -12, 7, -0.3, -3.2, -5, -6
Oc1ccc(CN2CCCc3ccccc32)c2cccnc12
→ -1.4, -21, 8, 3, 1.6, -12, 6, /, 1.6, 7, -1

# Exported as tab-separated lines: part of the list above.
mol	E coli growth	HTR5A inv ag	HTR5A ag	PKA-R1A act	CDK5 inh	SUMO Mot1 rescue	Tat export inh	phage Ecoli inh	AddAB inh	DAGLB inhibitor	PKA-R2B activ
Cc1ccc(-c2ccc(CCC(=O)O)n2CC2CCCO2)cc1 (stereo unspecified)	-0.4	-22	-3	3	-2.0	342	-7	-0.1	-1.3	0	4
COc1ccc(CNCC(O)(c2ccc(F)cc2)c2ccc(F)cc2)cc1OC	-2.7	2	0	10	-0.4	-12	7	-0.3	-3.2	-5	-6

# Further records:
# Every second line gives: E coli growth, HTR5A inv ag, HTR5A ag, PKA-R1A act, CDK5 inh, SUMO Mot1 rescue, Tat export inh, phage Ecoli inh, AddAB inh, DAGLB inhibitor, PKA-R2B activ
CS(=O)(=O)N1CCCC(C(=O)NCCCN2CCC(Cc3ccccc3)CC2)C1 (stereo unspecified)
→ 1.1, 2, -2, 2, -2.6, -1, -2, 0.6, 0.2, 3, -10
COc1ccc([C@H]2CC(=O)C=C(c3cc(Cl)cc(Cl)c3)C2)cc1
→ 1.2, 1, 0, -9, 0.3, -6, 15, 1.0, 1.4, -15, -8
Fc1ccc(C2Nc3cccc4cccc(c34)N2)cc1
→ -2.1, -10, 3, -3, 2.1, 73, 1, -0.2, 0.3, -5, -1
O=C(Nc1cccnc1)c1cccc(S(=O)(=O)Nc2cccc(Cl)c2)c1
→ 2.8, 5, 0, -9, 0.2, 20, 1, 1.1, 1.2, 2, 8
Cc1cccc(C)c1OCc1cc(C(=O)N2CCN(Cc3nccn3C)CC2)no1
→ -0.2, -17, 1, 1, 1.5, 9, 5, -0.3, 3.4, 0, -13
CCc1nn2c(=O)cc(CSCC(=O)Nc3ccccc3Cl)nc2s1
→ -3.8, 4, 1, 3, 0.8, /, -4, /, 1.9, 0, -3
CCOc1ccc(Nc2c3c(nc4ncnn24)CC(C)CC3)cc1 (stereo unspecified)
→ 3.7, -1, 0, -5, 0.3, -11, 15, 0.1, 2.4, 2, -4
Cc1ccc(-n2c(SCC(=O)NCCN3C(=O)CSC3=O)nnc2-c2cccc(C)c2)cc1
→ -0.3, -3, 1, -3, -0.6, -2, 3, 3.0, 1.7, 1, -6
C[C@H](CO)N1C[C@H](C)[C@@H](CN(C)C(=O)Nc2ccc3c(c2)OCO3)Oc2ccc(NC(=O)Nc3ccc(C(F)(F)F)cc3)cc2C1=O
→ 0.6, -8, -1, -2, 1.8, -1, 1, 1.9, -0.1, 1, -5
O=C(Cn1c(C(F)(F)F)nc2ccccc21)c1ccc(Br)cc1
→ 3.3, -35, 1, -3, 0.4, 3, 1, 2.6, 1.1, -2, -6
CCOc1cc(-c2nc(C)c(C(C)=O)n2O)ccc1OCC(=O)Nc1ccccc1
→ 0.8, -16, -4, 8, 2.0, -13, -1, 0.6, 0.1, -1, 5
O=C(Nc1cccc(Cl)c1N1CCOCC1)c1ccco1
→ -1.1, 18, 0, -1, 2.3, 150, 7, -2.6, 0.3, -7, 8
COc1ccc(Oc2cc(C(F)(F)F)nc(N(C)C)n2)cc1
→ 1.2, -8, 4, 1, -6.1, 17, -9, 2.9, -0.4, -6, -15
COCCn1c(SCC(=O)Nc2cc(C)cc(C)c2)nc2ccccc2c1=O
→ 0.7, -1, 0, -15, 5.3, 7, -3, 1.2, 0.7, -3, -19
Cc1ccc(CC(CC(=O)O)C(=O)NCC23CC4CC(CC(C4)C2)C3)cc1 (stereo unspecified)
→ 0.2, -2, 2, 1, -7.8, -2, 3, 0.8, 0.7, 3, -5
CCc1cccc(CC)c1NC(=S)NCc1ccc2c(c1)OCO2
→ -3.0, 24, 4, -17, 1.9, -2, -2, 3.7, -2.8, -1, 1
COc1ccccc1-n1cnnc1SCC(=O)NC1CCS(=O)(=O)C1 (stereo unspecified)
→ 2.6, -21, 8, -2, 1.6, 1, 5, 3.1, 4.8, 3, 2
COCc1cc(=O)[nH]c(-c2ccccc2)n1
→ -3.3, 13, -5, -5, -7.8, 16, 6, 5.3, 2.5, 2, -1
c1ccc(-c2nc(N3CCCCC3)nc3ccccc23)cc1
→ 2.3, -30, 1, -16, -1.9, /, 2, 1.5, 1.9, -8, -8
COc1ccccc1CN1CCNC(=O)C1CC(=O)NCCOc1cccnc1 (stereo unspecified)
→ 0.1, 0, 0, 13, 0.0, -17, -3, 0.3, -0.8, 0, -4

# Compound profiles (already shown). Screens in order: E coli growth	HTR5A inv ag	HTR5A ag	PKA-R1A act	CDK5 inh	SUMO Mot1 rescue	Tat export inh	phage Ecoli inh	AddAB inh	DAGLB inhibitor	PKA-R2B activ
# `C[C@H](CO)N1C[C@H](C)[C@@H](CN(C)C(=O)Nc2ccc3c(c2)OCO3)Oc2ccc(NC(=O)Nc3ccc(C(F)(F)F)cc3)cc2C1=O` is entered as 0.6	-8	-1	-2	1.8	-1	1	1.9	-0.1	1	-5
# `COCCn1c(SCC(=O)Nc2cc(C)cc(C)c2)nc2ccccc2c1=O` is entered as 0.7	-1	0	-15	5.3	7	-3	1.2	0.7	-3	-19
